Bioassay records deposited in PubChem by Sanford-Burnham Center for Chemical Genomics.
MPTP block: blocks calcium-induced mitochondrial swelling; isolated mouse mitochondria, Ca2+ swelling absorbance, 30 min; inhibition, % at 10 µM; actives 1.4% (n = 360,000); AID 602449;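 active = inhibition of 50% or more, scaled per plate between neutral and stimulator controls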;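 also: 0% = DMSO wells given calcium and 100% = 1 mM EGTA wells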
A3A deaminase: inhibitors of human APOBEC3A DNA deaminase; P31941; actives 0.41% (n = 330,000); inhibition, % at 20 µM; recombinant A3A, FAM/TAMRA ssDNA deamination fluorescence;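 active = at least 40% inhibition at 20 µM here, with at most 30% in a related deaminase screen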;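 also: plate controls were A3A with DMSO for no effect and wells lacking A3A enzyme for full effect; some results filed as inactive read as strong as hits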
Target sequence (P31941 whole entry, looked up): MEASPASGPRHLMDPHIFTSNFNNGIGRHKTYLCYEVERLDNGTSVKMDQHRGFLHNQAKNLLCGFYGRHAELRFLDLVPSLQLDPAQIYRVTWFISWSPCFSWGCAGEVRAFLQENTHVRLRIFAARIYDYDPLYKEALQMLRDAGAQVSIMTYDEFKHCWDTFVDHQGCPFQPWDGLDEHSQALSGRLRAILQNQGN
CXCR6 block: CXCR6 (human) receptor inhibition. AID 602244. CHO-K1 PathHunter CXCR6 beta-arrestin, luminescence. inhibition, % at 20 µM. O00574. actives 0.36% (n = 360,000); in the data active = inhibition above about 34%, passing the limit was not always enough;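 also: antagonist mode with CXCL16 agonist at 10 nM final; 0% = 10 nM CXCL16 with DMSO and 100% = unstimulated wells without agonist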
EBI2 block: blocks human EBI2 receptor beta-arrestin signaling. P32249. EBI2 beta-arrestin recruitment, luminescence, 7a,25-OHC stimulated. inhibition, % at 5 µM. actives 0.81% (n = 360,000). AID 651636; in the data active = inhibition above about 38%;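 also: enzyme fragment complementation signal reports receptor beta-arrestin coupling in cells; 0% = agonist plus DMSO wells and 100% = wells without agonist; some results beyond the cut were filed as inactive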
Target sequence (P32249 whole entry, looked up, the tested form may be a part): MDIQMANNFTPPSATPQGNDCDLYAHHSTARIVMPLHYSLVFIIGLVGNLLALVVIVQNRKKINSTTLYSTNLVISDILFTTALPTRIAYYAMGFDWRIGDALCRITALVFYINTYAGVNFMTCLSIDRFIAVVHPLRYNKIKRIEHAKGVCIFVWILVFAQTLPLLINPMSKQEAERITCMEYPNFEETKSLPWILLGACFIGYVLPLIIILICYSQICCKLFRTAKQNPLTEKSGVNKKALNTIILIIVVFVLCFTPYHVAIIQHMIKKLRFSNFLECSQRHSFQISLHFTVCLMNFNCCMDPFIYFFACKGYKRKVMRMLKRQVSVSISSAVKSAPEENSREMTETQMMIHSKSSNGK
NR3A LBD binder: modulates the human NR3A ligand-binding domain. NR3A LBD differential scanning fluorimetry, Tm shift; 0% = protein alone, 100% = glycine-bound protein. Tm shift relative to glycine control, % at 25 µM. actives 2.5% (n = 340,000);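 active = melting temperature shift of at least 10% of the positive control shift, at one fixed dose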
Gli-Sufu antag: blocks Gli-Sufu signaling in a luciferase reporter; Sufu-KO-LIGHT fibroblasts, Gli luciferase reporter luminescence; inhibition, % at 5 µM; actives 0.74% (n = 340,000); AID 588413;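 active = inhibition above about 55%, limit read from the data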;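 also: 0% = DMSO-treated cells and 100% = wells with medium but no cells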
APOBEC3G inh: APOBEC3G (human) deaminase inhibition; Q9HC16; recombinant A3G, ssDNA deamination FAM/TAMRA fluorescence; inhibition, % at 20 µM; actives 0.28% (n = 330,000); AID 493012;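 active = inhibition of at least 40% at 20 µM, with no more than 30% in the related APOBEC3A deaminase screen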;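 also: plate controls were DMSO wells with A3G for no effect and wells lacking A3G enzyme for full effect; some compounds called inactive have numbers as strong as hits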
Target sequence (Q9HC16 whole entry, looked up): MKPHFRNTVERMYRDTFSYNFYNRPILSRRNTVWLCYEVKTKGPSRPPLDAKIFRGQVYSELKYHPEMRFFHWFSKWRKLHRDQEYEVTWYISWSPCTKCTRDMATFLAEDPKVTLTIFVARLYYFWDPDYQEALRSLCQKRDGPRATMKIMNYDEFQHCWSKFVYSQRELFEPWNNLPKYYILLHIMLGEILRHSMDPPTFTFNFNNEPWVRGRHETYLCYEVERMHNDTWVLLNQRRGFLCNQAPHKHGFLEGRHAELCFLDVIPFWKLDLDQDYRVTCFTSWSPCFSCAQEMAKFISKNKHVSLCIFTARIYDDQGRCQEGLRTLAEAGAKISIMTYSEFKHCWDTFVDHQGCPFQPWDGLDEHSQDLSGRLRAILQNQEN
CCR6 antag: antagonists of human CCR6 receptor. P51684. CHO-K1 CCR6 PathHunter beta-arrestin, luminescence, CCL20-stimulated. inhibition, % at 20 µM. actives 0.49% (n = 340,000). AID 493098;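 active = compounds whose inhibition of the agonist-driven luminescence signal at 20 µM reaches about 50%, limit read from the data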;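 also: cells stimulated with CCL20 at 14 nM final; plate controls were DMSO with CCL20 for no effect and DMSO without agonist for full effect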
Active calls of the source: *; . = no result given. Compounds were not picked by outcome; any-hit rate near 5.8%.

SMILES	MPTP block	A3A deaminase	CXCR6 block	EBI2 block	NR3A LBD binder	Gli-Sufu antag	APOBEC3G inh	CCR6 antag
COc1ccc(C(=O)NCCc2nnc3ccc(SCC(=O)NCc4ccccc4)nn23)cc1	1.6	-2.3	-10.9	-11.9	-6.1	-5.5	-4.7	8.2
COc1ccc(C(c2c[nH]c3ccccc23)c2c[nH]c3ccccc23)cc1O	4.9	2.8	2.2	-0.5	.	.	-2.8	.
Cc1nc(C(=O)N2CCOCC2)sc1C1(C)CC(c2ccccc2)=NO1 (centres undefined)	-0.3	-4.4	-2.6	-4.6	14.3*	-8.5	-12.8	8.9
O=C1C=C(Nc2cccc3cccnc23)c2ccccc2C1=O	0.2	-3.7	-39.4	7.7	-3.7	-19.4	-7.2	7.6
O=C(CCN1C(=O)S/C(=C\C=C\c2ccccc2)C1=O)Nc1ccc(O)cc1	1.2	-1.9	-12.7	12.1	13.4*	-17.1	-1.4	23.4
CC1=NN(C(=O)c2ccc(Cn3nc(C)c([N+](=O)[O-])c3C)o2)C(O)(C(F)(F)F)C1 (centres undefined)	0.0	1.5	-13.7	-0.5	-6.0	-1.1	-2.9	14.7
CCN(CC)CCNC(=O)c1ccc(-n2c(C)cc3c2CCCC3=O)cc1	1.9	-4.2	-10.5	1.4	-0.4	16.8	21.3	1.7
CC(=O)c1cccc(NC(=O)C2CCCN(S(=O)(=O)c3ccccc3)C2)c1 (centres undefined)	0.0	-0.9	4.8	-0.8	6.5	-4.5	-5.5	-5.6
CCN(CC)S(=O)(=O)c1ccc(-n2cnnn2)c(C)c1	0.1	-4.0	-5.9	0.5	-6.3	2.5	-3.3	1.4
CC1CCC(NC(=O)COc2ccccc2C(N)=O)CC1 (centres undefined)	-0.9	5.3	-4.1	-1.1	1.7	0.5	-1.3	14.1
Nc1nc(N)c2c(n1)CCCC2	0.6	2.8	-12.0	-0.3	0.4	16.3	0.9	8.7
COc1cc(OC)cc(C(=O)N[C@H](C(=O)Nc2nc3ccc(S(C)(=O)=O)cc3s2)C(C)C)c1	-1.2	15.5	-2.0	-10.5	-0.9	-5.2	-2.8	-15.5
NS(=O)(=O)c1ccc(NC(=S)NCc2ccccc2Cl)cc1	1.1	3.1	-11.6	-8.9	-1.9	-8.6	-1.9	-7.7
Cc1sc(C(C2C(=O)CC(C)(C)CC2=O)C2C(=O)CC(C)(C)CC2=O)cc1[N+](=O)[O-]	23.4	5.3	4.3	4.5	-6.2	-7.7	13.1	-6.0
COc1cc(OC)c(C(=O)OCC(=O)Nc2cc(C)on2)cc1OC	-1.3	-3.7	7.5	-5.5	-0.2	2.1	-10.2	7.9
OCCCNc1nc(-c2ccc(Cl)cc2)nc2ccccc12	1.7	-5.1	2.4	30.6	6.6	9.7	-11.0	-2.2
CCN1C(=O)c2ccccc2Sc2ccc(C(=O)NCCCN(CC(C)C)CC(C)C)cc21	0.3	-7.7	24.9	-11.7	-1.8	4.3	-7.7	15.8
O=C(N/N=C/c1cccc(Oc2ccccc2)c1)c1ccc(O)cc1O	-0.9	-3.8	4.8	6.2	31.1*	0.6	-5.5	10.9
CC(=O)N1CCN(C(=O)CCc2nc3ccccc3c(=O)[nH]2)CC1	-8.1	-6.6	-4.1	1.3	-0.7	7.7	-6.8	-1.2
O=C(Nc1cc2c3c(c1)CC(=O)N3CCC2)c1cccc(F)c1	1.9	7.8	-5.5	4.6	-1.1	-6.7	3.4	12.1
COc1ccccc1CNC(=O)[C@@H]1CCCN1C(=O)[C@@H]1Cc2ccccc2CN1C(=O)OC(C)(C)C	-0.3	0.4	6.3	-6.6	-3.0	-7.3	9.6	21.1
CC1CCCC(NC(=O)Cn2cc(Br)ccc2=O)C1C (centres undefined)	-0.4	14.4	0.5	-0.2	2.5	-0.8	-1.3	5.4
CCN(CC)c1nc2ccccc2nc1C(C#N)C(=O)NCCCOC (centres undefined)	-0.2	-4.3	0.8	-3.8	-8.1	6.5	-6.2	16.4
CC(C)n1c(O)c(/C=C2\C=Nc3ccccc32)sc1=Nc1ccccc1	41.8	-2.8	-3.7	57.4*	24.8*	6.2	-4.5	5.7

2 compounds picked at random from those above:
SMILES	MPTP block	A3A deaminase	CXCR6 block	EBI2 block	NR3A LBD binder	Gli-Sufu antag	APOBEC3G inh	CCR6 antag
OCCCNc1nc(-c2ccc(Cl)cc2)nc2ccccc12	1.7	-5.1	2.4	30.6	6.6	9.7	-11.0	-2.2
O=C(Nc1cc2c3c(c1)CC(=O)N3CCC2)c1cccc(F)c1	1.9	7.8	-5.5	4.6	-1.1	-6.7	3.4	12.1

Following part:
SMILES	MPTP block	A3A deaminase	CXCR6 block	EBI2 block	NR3A LBD binder	Gli-Sufu antag	APOBEC3G inh	CCR6 antag
C=CCSc1nnc(N2C(=O)C(O)=C(C(=O)c3ccco3)C2c2ccc(F)cc2)s1 (centres undefined)	-0.7	0.1	-9.4	-10.4	-5.4	10.3	5.3	17.6
Cc1ccc(OCC(=O)OCc2c(C)noc2C)cc1C	-0.6	2.5	-3.5	9.6	2.3	27.8	0.1	5.9
CCCCCn1c(Sc2nc3ccccc3s2)nc2c1c(=O)[nH]c(=O)n2C	5.0	-2.5	8.7	18.8	-2.7	3.0	-7.2	19.0
COc1ccc(C(=O)NC2CC2)cc1OC1CCN(Cc2ccc(F)cc2F)CC1	0.2	1.2	4.5	-3.3	0.3	18.1	-8.8	3.5
COc1ccc(OC)c2sc(N3CCN(c4ccccc4)CC3)nc12	-0.7	3.3	-4.0	15.2	3.6	-6.3	0.5	2.8
O=C(CCC(=O)Nc1ccccc1Cl)N/N=C/c1ccccc1	0.5	6.3	8.6	-9.7	-1.5	-3.8	0.3	3.8
COc1cccc(CN2CCNC(=O)C2CC(=O)NCCOc2cccnc2)c1OC (centres undefined)	0.5	-2.3	-12.1	-21.8	-2.5	-4.6	-3.8	6.4
COC(=O)c1cc(CN2CCN(c3ccccc3C)CC2)ccc1O	5.4	0.9	-6.6	16.2	-0.2	4.6	0.0	13.4
O=[N+]([O-])c1ccccc1CSc1nc2ccccc2o1	4.2	-1.5	4.9	2.2	-0.1	-61.0	-13.0	4.3
COc1ccc(S(=O)(=O)N2CCN3CCCC3C2)cc1 (centres undefined)	-0.2	-4.6	-3.8	-1.9	-1.4	4.6	-0.2	-4.8
CC(NC(=O)c1cccc(Cn2cc([N+](=O)[O-])cn2)c1)c1ccc(C(C)(C)C)cc1 (centres undefined)	6.0	-3.6	0.8	14.6	-2.5	0.1	-6.2	-5.8
O=C(O)CSc1nnc(-c2cccs2)n1-c1ccc(Cl)cc1	-1.2	-3.5	-0.8	-2.1	-1.8	0.3	-5.6	-5.6
CCCOc1ccc(-c2nc(N)n[nH]2)cc1	-3.4	-1.1	-0.6	-13.3	-1.3	-25.7	-6.9	11.8
Cc1ccc(Cl)cc1NC(=S)N(CCCN1CCOCC1)Cc1ccccn1	0.8	-3.6	1.8	-5.3	-3.8	3.9	-4.6	3.4
CN(C)CCCn1c(SCc2ccc(Cl)cc2)nnc1-c1ccncc1	-0.7	0.8	-4.8	1.5	-5.5	-17.2	-2.8	3.3
O=c1c2cc(N3CCOCC3)ccc2[nH]c(=S)n1CCN1CCCC1	1.5	-4.2	-10.9	-8.2	-2.3	-0.3	-4.2	-4.2
CCOc1ccc(NS(=O)(=O)c2ccc3[nH]c(=O)[nH]c3c2)cc1	1.4	-1.1	-3.2	-8.9	0.1	7.4	-9.3	1.3
Cn1c(=O)n(CC(=O)N2CCOCC2)c2ccccc21	-4.1	-1.3	-4.7	0.9	3.8	-4.9	6.9	2.2
CC(=O)Nn1c(C)nnc1-n1nc(C)cc1C	-1.6	-0.3	4.8	-1.5	8.0	-22.6	-4.1	-17.5
Cc1ccc(OCC(=O)NNC(=S)NC(=O)C2CC2)c(C)c1	-0.5	-3.3	45.0*	7.9	.	.	34.6	.
O=S1(=O)CCC(S(=O)(=O)N2CCCCCC2)C1 (centres undefined)	-2.5	-2.1	-0.8	2.3	-1.5	23.1	-3.9	2.7
O=C(CN1CCCCCC1)Nc1ccc(Br)cc1[N+](=O)[O-]	0.5	-1.3	-9.4	0.7	-2.2	5.2	-2.9	6.4
O=C(CC1OC(=O)c2ccccc21)NC1CCCCC1 (centres undefined)	-2.9	-0.6	-2.8	-9.4	6.6	-1.4	-1.2	19.9
CC(C)Cn1c(N)c(C(=O)COC(=O)c2cccnc2Cl)c(=O)n(C)c1=O	0.5	-1.9	3.0	10.7	-1.2	9.4	0.0	11.2
Cc1nn(C)cc1/C=N/NC(=O)C1(O)c2ccccc2-c2ccccc21	-1.3	0.9	3.0	-10.0	-0.3	-1.7	-2.3	7.5
CC1CC1C(=O)Nc1ccc(S(=O)(=O)N2CCCCC2)cc1 (centres undefined)	-1.6	-0.8	-10.9	-2.9	-0.3	5.7	-4.3	1.9
O=C(Cn1cnnn1)Nc1cccc(S(=O)(=O)N2CCCCC2)c1	-4.4	-3.1	2.8	-7.8	-0.6	0.6	-7.9	13.1
CCN(CC)CCCn1c2c(c(SCC(=O)Nc3nc4ccccc4s3)nc1=O)CCC2	-1.0	0.8	8.9	1.1	-1.0	2.4	0.7	20.9
Cc1ccnc(N2C(=O)c3cccc4c([N+](=O)[O-])ccc(c34)C2=O)c1	2.4	-2.5	41.9*	27.6	-1.9	7.7	-7.3	49.7
COc1ccccc1N(C(=O)c1ccco1)C(C(=O)NC1CCCC1)c1ccc(N2CCOCC2)cc1 (centres undefined)	-2.5	2.1	1.6	-15.3	-0.2	8.5	-0.5	2.1
O=C(CNS(=O)(=O)c1ccccc1)N/N=C/c1ccccc1[N+](=O)[O-]	0.2	0.7	1.3	-2.2	0.6	16.4	-6.1	7.8
COC(=O)C1=C(C)OC(N)=C(C#N)C1c1cc(OC)c(OCC(N)=O)cc1Cl (centres undefined)	-0.2	-0.4	1.9	1.1	-0.4	3.3	-9.2	2.6
COc1ccc(C(=O)C2CCCN(Cc3ccc4nonc4c3)C2)cc1F (centres undefined)	-0.8	0.4	-0.8	-2.8	0.1	12.4	-4.2	8.1
CC(=O)C1=C(O)C(=O)N(c2ccccn2)C1c1ccccc1[N+](=O)[O-] (centres undefined)	-1.2	-0.9	-5.6	-1.5	-2.2	5.7	0.8	5.8
CCC1CCC/C1=N\NC(=O)CCC(=O)Nc1ccccc1Cl (centres undefined)	0.9	3.4	7.3	-14.7	-1.8	-3.8	-6.1	-6.2
CCn1c(=O)n(CC)c2cc(N3CCCC3)c(NC(=O)c3ccccc3F)cc21	-0.8	-5.2	-8.8	8.7	-3.4	15.5	-5.2	14.3
O=C(O/N=C(/c1ccccc1)c1ccncc1)c1cccc(F)c1	0.9	-3.2	9.7	-10.2	0.8	-0.2	-9.1	12.2
O=C(NS(=O)(=O)Oc1cccc(Cl)c1Cl)OC[C@@H]1CCCN2CCCCC12 (some centres undefined)	0.1	-5.1	-0.2	-9.9	0.2	2.2	-4.1	-2.0
NS(=O)(=O)c1ccc(NC(=O)/C=C/c2ccccc2[N+](=O)[O-])cc1	0.1	3.2	-3.3	-4.9	5.0	-1.6	-0.3	0.8
CCOc1ccc(C(=O)NC(=S)Nc2ccccc2N2CCCCC2)cc1[N+](=O)[O-]	3.9	-5.0	12.2	15.4	-0.5	15.8	-7.5	23.4
Cc1ccc(S(=O)(=O)Oc2ccc(/C=C(/NC(=O)c3ccccc3)C(=O)NCCC(=O)O)cc2)cc1	0.6	-0.5	-3.4	-16.8	-1.9	-4.5	0.3	0.9
CCCCN1CC(COCc2ccccc2)Oc2cccc(N3CCCC3)c2S1(=O)=O (centres undefined)	-1.3	.	9.0	18.6	1.7	-6.8	.	27.2
Cc1cc(C)c(-c2noc(C(=O)OC(C)(C)C)c2C(=O)OC(C)(C)C)c(C)c1	4.7	-1.1	-7.3	22.5	0.8	7.9	-2.3	31.6
O=C(c1ccc(F)cc1)C(CCCCCC(CN1CCOCC1)C(=O)c1ccc(F)cc1)CN1CCOCC1 (centres undefined)	.	1.3	.	.	1.3	-19.3	2.7	-0.8
